PL biosyn Enam – phospholipid synthesis inhibitors, CHO cells, primary screen, ZR-82 cells, Enamine library, screen 3. hit rate 0.4% among 20,000. AID 1347385, 2020. ZR-82 CHO cells, pyrene fatty acid UV survival, CellTiter Blue; peroxisome-deficient CHO-K1 mutant line; plus DGAT-1, DGAT-2 and ACAT inhibitors. calls only at 10 µM;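 active = cell survival signal 2 SD away from solvent-only control wells, confirmed on one or two retests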;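 note: 3 h compound exposure then viability read about one day after UV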
Calls only; i = inactive; + = active, no number. Only part of the results is shown, so the mix of outcomes need not match the whole.

SMILES	PL biosyn Enam
COCCNC(=O)CSc1nnc(NC2CC2)s1	i
O=C(CN(Cc1ccco1)Cc1cccs1)N1CCNC1=O	i
CCCCOC(=O)CN1C(=O)NC2(CCC(C)CC2)C1=O (stereo not given)	i
Clc1cc(Cl)c(N/N=C/c2cn(-c3ccccc3)nc2-c2cc3ccccc3o2)c(Cl)c1	i
Oc1c(Br)cc2oc3c(c2c1C=Nc1cccc2ccccc12)CCCC3	i
CCOC(=O)c1c(C)[nH]c(C)c1C(=O)COC(=O)c1ccc([N+](=O)[O-])s1	i
O=S(=O)(Nc1ncnc2sc3c(c12)CCC3)c1cccs1	i
O=[N+]([O-])c1ccc(Cl)cc1NN=C1C2CC3CC1CC(O)(C3)C2	i
C=CCN(CC=C)c1nc(CSc2ccc(Cl)cc2)nc2sc3c(c12)CCC3	i
Cc1ccc(-c2csc3nc(CSc4nnnn4C4CCCC4)[nH]c(=O)c23)s1	i
FC(F)(F)Sc1ccc(N=Cc2c3ccccc3cc3ccccc23)cc1	i
c1nc(NCC2CCCO2)c2c3c(sc2n1)CCCCC3 (stereo not given)	i
COc1ccc(NC(=S)Nc2ccc(OC(F)F)cc2)cc1NC(=S)Nc1ccc(OC(F)F)cc1	i
C(=C\c1ccc2ccccc2n1)/c1ccc2c(c1)OCCO2	i
Cc1nn(C)c(C)c1NS(=O)(=O)c1ccc2c(c1)C(C)C(=O)N2 (stereo not given)	i
CC(C)OP(=O)(OC(C)C)c1nn(-c2ccc([N+](=O)[O-])cc2)c(=N)s1	i
Cn1c(N)c(C(=O)CSc2nnc(-c3cccs3)n2C2CC2)c(=O)n(C)c1=O	i
Cc1ccc(/C=N/NC(=S)N=P(N2CCOCC2)(N2CCOCC2)C(C)(C)C)o1	i
C=C(Cl)Cn1c(NCc2ccccc2)nc2ccccc21	i
Cn1nnnc1Sc1ccc([N+](=O)[O-])cc1Cl	i
CCn1c2ccccc2c2cc(P(=Nc3ccc(Br)cc3)(N3CCCC3)C(C)(C)C)ccc21 (stereo not given)	i
S=c1[nH]nc(-c2ccc(Cl)cc2)n1/N=C/c1ccc(-c2ccccc2)cc1	i
O=[N+]([O-])c1ccc(OS(=O)(=O)c2ccc(Cl)c(Cl)c2)cc1	i
CCOC(=O)C1=C(COC(=O)C23CC4CC(CC(C4)C2)C3)NC(=O)NC1c1cccs1 (stereo not given)	i
Oc1ccc(N=Nc2ccc3ncsc3c2)c2cccnc12	i
Other structures follow.
SMILES	PL biosyn Enam
CCCn1c(=S)[nH]c2ccccc21	i
c1ccc(CCc2nc(-c3ccncc3)no2)cc1	i
CC12CCC(C/C1=N/N=C/c1ccccc1OC(F)F)C2(C)C (stereo not given)	i
CN(C)S(=O)(=O)c1ccc2nnn(OCc3cc(=O)n4ccsc4n3)c2c1	i
CCc1nc2sc3c(c2c2n[nH]c(=S)n12)CCC3	i
O=C(N=Nc1c(O)[nH]c2ccccc12)Nc1ccccc1	i
O=c1[nH]c(CN2CCCC2)nc2c(Br)cc(Br)cc12	i
O=C(CSc1n[nH]c(=O)n1C1CC1)NC1CCCC1	i
O=C(Cn1ccccc1=O)NC1=NCCS1	i
O=S1(=O)NC(=NCCCc2ccccc2)c2ccccc21	i
Cn1c(SCc2nnc(-c3ccco3)o2)nc2ccccc21	i
CCOC(=O)c1c(NC(=O)C(C)(C)C)sc2c1CCC2	i
O=S(=O)(Nc1ccc(S(=O)(=O)Nc2ncccn2)cc1)c1ccc2ccccc2c1	i
O=C(CON=C1c2ccccc2-c2ccccc21)N1CCc2ccccc21	i
C=CCSc1nc2c(c(=O)[nH]1)C(c1cccs1)C(C(=O)OCC)=C(C)N2 (stereo not given)	i
Cc1ccsc1C=Nc1c[nH]c(=O)[nH]c1=O	i
O=S(N1CCc2ccccc2C1)C12CC3CC(CC(C3)C1)C2 (stereo not given)	i
CN(C)S(=O)(=O)c1ccc(-c2cn3cc(Cl)ccc3n2)cc1	i
FC(F)(F)c1cccc(C2Oc3ccccc3C3CC(c4cccs4)=NN32)c1 (stereo not given)	i
CC(C)(C)N/N=C/c1cc(Br)cc(Br)c1O	i
O=C(CSc1nnc(C2CC2)o1)NN1C(=O)NC2(CCCCC2)C1=O	i
CCOC(=O)c1[nH]c2c(c1C)C(=O)CCC2	i
Cc1cc(C(=O)CSc2nnc(-c3ccco3)o2)c(C)n1C(C)C	i
C=CCNS(=O)(=O)c1ccc(Cl)cc1	i
CN1CCN(NC(=S)N=P(c2ccccc2)(N2CCOCC2)C(C)(C)C)CC1 (stereo not given)	i
(cont.)
SMILES	PL biosyn Enam
CCOC(=O)c1c(C)[nH]c(C(=O)C(C)OC(=O)c2[nH]c(C)c(C(C)=O)c2C)c1C (stereo not given)	i
CCC1CCCCN1Cn1nc(-c2ccc3c(c2)OCO3)oc1=S (stereo not given)	i
Cc1nc2ccccn2c1P(=Nc1ccc([N+](=O)[O-])cc1Br)(N1CCOCC1)N1CCOCC1	i
CC1SC(=NC2CCCCC2)NN=C1c1c[nH]c2ccccc12 (stereo not given)	i
O=S(=O)(N/N=C/c1c[nH]c2ccccc12)c1ccc(Br)cc1	i
Cc1nc(SCC(=O)NC(=O)NCC(C)C)c2c(C)c(C)sc2n1	i
Oc1ccc(-n2cnnn2)cc1	i
c1ccc(-c2nc3nnnn3c3ccccc23)cc1	i
O=c1nc2n(c3ccccc13)CC(O)=C2c1nc2ccccc2[nH]1	i
C=CCn1c(C2CCS(=O)(=O)C2)n[nH]c1=S (stereo not given)	i
CCC1(CO)COC(c2ccco2)OC1 (stereo not given)	i
Cc1cc2nc(Oc3ccc4ccccc4c3)c3ccccc3n2n1	i
Nc1c(Cl)cc(NS(=O)(=O)c2ccc3c(c2)OCCO3)cc1Cl	i
O=c1oc2ccc3ccccc3c2cc1-c1csc(-c2cc3ccccc3oc2=O)n1	i
CC1CCCCC12NC(=O)N(CN1CCN(S(=O)(=O)c3cccs3)CC1)C2=O (stereo not given)	i
NC(=O)N/N=C/c1cc(Br)cc(Br)c1O	i
CCC(C)c1ccc(C2=Nn3c(nnc3C(C)C)SC2)cc1 (stereo not given)	i
CN(CCO)c1ccc(C(F)(F)F)cn1	i
COc1cc(C)c(S(=O)(=O)NC2CC(C)(C)NC(C)(C)C2)cc1C(C)C	i
CCN(CC)P1(=O)C=C(c2ccccc2)SC(c2ccccc2)=C1	i
CC(=O)N1N=C(c2cccs2)CC1c1ccc(Cl)o1 (stereo not given)	i
COC(=O)NNC(=S)NC(=O)C12CC3CC(CC(C3)C1)C2	i
c1ccc(N=C2CCCC2)nc1	i
COc1cc(OC)c(OC)cc1/C=N/n1c(-c2ccc(Cl)cc2)n[nH]c1=S	i
CN(C(=O)CSc1ncnc2sccc12)C1CCS(=O)(=O)C1 (stereo not given)	i
Additional results.
SMILES	PL biosyn Enam
Oc1ccc2ccccc2c1N=Nc1ccc2c(c1)OCCO2	+
S=C(NCC1CCCO1)Nc1ccc(Sc2ccc(Br)cc2)cc1 (stereo not given)	i
COC(=O)Cc1cc(=O)[nH]c(=S)[nH]1	i
O=C(OCc1cc(=O)oc2cc(O)ccc12)C1CC2CCCC(C1)C2=O (stereo not given)	i
COc1cc(/C=N/N=C(N)N)cc(OC)c1O	i
O=C(COC(=O)/C=C/c1ccc(Br)o1)NC1CCCCC1	i
Fc1ccc(Oc2ncccn2)c(Cl)c1	i
COc1cc(/C=N/N=c2\sc3ccccc3n2C)cc(OC)c1O	i
COc1ccc(-n2c(N)c(S(=O)(=O)c3cc(Br)ccc3Br)c3nc4ccccc4nc32)cc1	i
Cc1csc(=NC2CCCCC2)n1/N=C/c1ccc(O)c(O)c1O	i
O=[N+]([O-])c1cccc(NN=C2c3ccccc3-c3ccccc32)c1	i
Cn1c(COc2cccc3ccccc23)nc2ccccc21	i
O=C(Cn1nnc(-c2cccs2)n1)c1ccc[nH]1	i
O=c1c2c3c(sc2[nH]c(=S)n1CC1CCCO1)CCCC3 (stereo not given)	i
Oc1ccc(/C=N/n2c(-c3ccc(Cl)cc3Cl)n[nH]c2=S)cc1	i
Cc1sc2nc(-c3cccs3)nc(NCCCNC(C)(C)C)c2c1C	i
c1ccc(Nc2nc3c(s2)CCc2ccccc2-3)cc1	i
Clc1ccc(C2=C3CCCCn4c(-c5ccccc5)c[n+](c43)C2)cc1	i
O=C(O)CC1CCS(=O)(=O)C1 (stereo not given)	i
NC(=O)c1c(NC(=O)CCC(=O)O)sc2c1CCC2	i
CC(NC(=O)CO/N=C/c1cccs1)C1CC2CCC1C2 (stereo not given)	i
NC(=O)c1c(NC(=O)Cn2cc(C(F)(F)F)cc(Cl)c2=O)sc2c1CCC2	i
O=C(c1ccc(OC(F)F)cc1)C1Sc2nnc(C3CC3)n2NC1c1ccc(Cl)cc1 (stereo not given)	i
O=C(CSc1nnc2n1CCCCC2)N1N=C(c2cccs2)CC1c1ccco1 (stereo not given)	i
CC[n+]1c(/C=C/N(C)C)sc2ccccc21	i
Further entries
SMILES	PL biosyn Enam
CC(C)CNC(=O)Cn1cnc2sc3c(c2c1=O)CCC3	i
O=S(=O)(c1cccs1)N(Cc1cccs1)c1ccc2c(c1)OCCO2	i
CCc1n[nH]c(=S)n1/N=C/c1ccsc1	i
NC(=O)C(=O)N/N=C/C1CCCCC1	i
Nc1cccc2cnccc12	i
CN1C(=O)C(=O)N(CN2CCCC2c2nc3ccccc3s2)C1=O (stereo not given)	i
CCOC(=O)/C=c1\[nH]c(=O)/c(=C\c2ccc(C)s2)s1	i
O=S(=O)(c1ccc(Cl)cc1)C1(S(=O)(=O)c2ccc(Cl)cc2)CCCC1	i
CCc1cc2c(=O)n(CCC(C)C)c(=S)[nH]c2s1	i
CCOC(=O)C1=C(C)Nc2nc(SCC(C)C)[nH]c(=O)c2C1c1cccs1 (stereo not given)	i
Cc1ccc(-c2n[nH]c(=S)n2/N=C/c2cc(Br)ccc2F)cc1	i
Oc1ccc2ccccc2c1/C=N/n1c(-c2ccccc2)n[nH]c1=S	i
CN(C)CCNS(=O)(=O)c1ccc(Cl)c([N+](=O)[O-])c1	i
CC1(C)CC(N2CCN(c3ccccc3)CC2)=CC(=[N+]2CCCC2)C1	i
Cc1cc(C)n2nc(SCCOc3cc(Cl)ccc3Cl)nc2n1	i
O=c1cc(O)nc[nH]1	i
O=C(O)CSC1CCS(=O)(=O)C1 (stereo not given)	i
CCOC(=O)c1sc(=S)n(CC)c1N	i
O=S1(=O)NC(=NCC2CCCO2)c2ccccc21 (stereo not given)	i
C=CCn1c(=N)n(CCOc2ccc(Cl)cc2Cl)c2ccccc21	i
Cc1nc(Oc2ccc3ccccc3c2)c2c3c(sc2n1)CCC3	i
Cc1noc(C)c1C(=O)NC12CC3CC(CC(C3)C1)C2	i
CC(=O)c1c(C)[nH]c(C(=O)Cn2nc(C)c([N+](=O)[O-])c2C)c1C	i
CCNC(=O)NC(=O)COC(=O)CC1CC2CCC1C2 (stereo not given)	i
COc1cc2c(cc1OC)CN(c1nc(CN3CCCCC3)nc3sc4c(c13)CCCC4)CC2	i

A second format for some results above.
SMILES | PL biosyn Enam
O=S(=O)(c1cccs1)N(Cc1cccs1)c1ccc2c(c1)OCCO2 | i
CCc1n[nH]c(=S)n1/N=C/c1ccsc1 | i
NC(=O)C(=O)N/N=C/C1CCCCC1 | i
Nc1cccc2cnccc12 | i
CN1C(=O)C(=O)N(CN2CCCC2c2nc3ccccc3s2)C1=O (stereo not given) | i
CCOC(=O)/C=c1\[nH]c(=O)/c(=C\c2ccc(C)s2)s1 | i
O=S(=O)(c1ccc(Cl)cc1)C1(S(=O)(=O)c2ccc(Cl)cc2)CCCC1 | i
CCc1cc2c(=O)n(CCC(C)C)c(=S)[nH]c2s1 | i
CCOC(=O)C1=C(C)Nc2nc(SCC(C)C)[nH]c(=O)c2C1c1cccs1 (stereo not given) | i
Cc1ccc(-c2n[nH]c(=S)n2/N=C/c2cc(Br)ccc2F)cc1 | i
Oc1ccc2ccccc2c1/C=N/n1c(-c2ccccc2)n[nH]c1=S | i
CN(C)CCNS(=O)(=O)c1ccc(Cl)c([N+](=O)[O-])c1 | i
CC1(C)CC(N2CCN(c3ccccc3)CC2)=CC(=[N+]2CCCC2)C1 | i
Cc1cc(C)n2nc(SCCOc3cc(Cl)ccc3Cl)nc2n1 | i
O=c1cc(O)nc[nH]1 | i
O=C(O)CSC1CCS(=O)(=O)C1 (stereo not given) | i
CCOC(=O)c1sc(=S)n(CC)c1N | i
O=S1(=O)NC(=NCC2CCCO2)c2ccccc21 (stereo not given) | i
C=CCn1c(=N)n(CCOc2ccc(Cl)cc2Cl)c2ccccc21 | i
Cc1nc(Oc2ccc3ccccc3c2)c2c3c(sc2n1)CCC3 | i
Cc1noc(C)c1C(=O)NC12CC3CC(CC(C3)C1)C2 | i

(cont.)
SMILES	PL biosyn Enam
S=C(Nc1ccc(N2CCOCC2)cc1)NC1CCCCC1	i
O=c1[nH]c(CSC2=NCCCN2)nc2ccsc12	i
Cn1c(=NC(=O)c2ccc([N+](=O)[O-])s2)sc2cc(Br)ccc21	i
O=c1[nH]c(CNCc2cccs2)nc2ccsc12	i
COc1ccc(-n2c(-c3ccccc3)c[n+]3c2CCc2ccccc2-3)cc1	i
CC(=O)N1N=C(c2cccs2)CC1c1cccs1 (stereo not given)	i
N=C1c2ccccc2CN1c1ccc(OC(F)(F)C(F)F)cc1	i
Nc1nnc(-c2ccc(Cl)cc2)o1	i
NC(=O)c1c(NC(=O)CSc2nnnn2C2CC2)sc2c1CCC2	i
FC(F)(F)c1cccc(N2CCN(Cn3nc(-c4sc5ccccc5c4Cl)oc3=S)CC2)c1	i
C=CCNC(=S)Nc1ccc2nc(C(C)(C)C)[nH]c2c1	i
Cc1cc(NC(=O)CSc2nnc(C)n2C2CCCCC2)no1	i
O=C1CC2(CCCC2)C(=O)N1CN1CCN(S(=O)(=O)c2cc(Cl)ccc2Cl)CC1	i
Cc1cc(C)n(-c2ccc([N+](=O)[O-])cc2[N+](=O)[O-])n1	i
CC1CCCN(C(=O)CN2C(=O)NC3(CCCCC3C)C2=O)C1 (stereo not given)	i
O=C(CCCN1C(=O)/C(=C\c2cccs2)SC1=S)NN1CCOCC1	i
O=c1oc2ccccc2o1	i
COc1ccc(OCCSc2ccc(S(=O)(=O)N3CCCC3)cn2)cc1	i
CCCc1cc(=O)oc2cc(OC(C)C)c(Cl)cc12	i

High-throughput results (PubChem BioAssay)
